IL2 activator: qHTS of IL-2 Activators | IL-2 activation reporter assay, cell-based qHTS; stimulated with anti-CD3/CD4/CD28 beads; in transgenic mouse T cells | 360,000 compounds, 0.065% hits | AID 652025, 2013 | activation, % (series mostly up to about 46 µM); in the data active = activation above about 50%; inconclusive = mostly about 30% to 49%; also: 0% is about no effect
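Readout: EGFP and DsRed signals by fluorescent plate cytometry. Unstimulated transgenic mouse T cells received compound 60 min before antibody-bead stimulation, then incubated 18 h at 37 degrees C.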
FUS suppressor: qHTS for Suppressors of FUS Proteinopathy: Primary screen using FUS-linked yeast assay | S. cerevisiae FUS-expressing, growth rescue, OD600, 24 h | Potency, µM (titrated, usually from 76.6 µM), for the others: at the top dose growth rescue (activation), usual class: activators | 390,000 compounds, 0.24% hits | AID 1347120, 2019;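 also: potency is read from the fitted curve at half-maximal effect; plate controls were DMSO vehicle for no effect and reference control for full effect; nearly all actives have a fitted effect of over 55% in size; some results filed as inactive show a strong effect at the top dose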
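Cultures pregrown in 2.5% raffinose medium are shifted to minimal medium containing 2% galactose to express toxic FUS. Compounds are tested at several concentrations. After 24hr at 30C, growth is quantified at 600 nm absorbance.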
Abeta yeast res: qHTS for compounds that reverse cellular toxicity of Amyloid beta (A-beta) peptide in yeast: Primary Screen. yeast expressing A-beta42, growth rescue, OD600, 48 h; response scale: 0% DMSO, 100% iron-clioquinol control. Potency, µM (top dose mostly 46.1 µM), for inactives: at the top dose growth rescue, hits mostly activators. 410,000 compounds, 0.063% hits; also: potency is read from the fitted curve at half-maximal effect; nearly all actives have a fitted effect of over 55% in size
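Yeast growth medium received pinned compounds, then yeast cells expressing toxic A-beta were added; plates incubated at 30 C for 48 hr. Growth read as absorbance at 600 nm, normalized to DMSO and equimolar FeCl3 plus clioquinol controls.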
PI5P4Ka inh: qHTS for Inhibitors of phosphatidylinositol 5-phosphate 4-kinase (PI5P4K); Phosphatidylinositol 5-phosphate 4-kinase type-2 alpha (Homo sapiens), P48426; PI5P4Kalpha enzyme, ADP-Glo luminescence, 60 min; active compounds read low; max response, %; 330,000 compounds, 1.2% hits; AID 652105, 2013; active = max response of -50% or lower; inconclusive = between -30% and -50%; inactive = -30% or higher; also: value at the top dose of about 77 µM; % is scaled to controls: 0 for no effect and ±100 for the full control effect
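Single end-point luminescence (ADP-Glo) quantified ADP from PI5P4Kalpha turnover; ATP 5 microM final, 1 h at RT, 0.1% CHAPS and 0.28 mM EGTA in HEPES pH 7.4.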
EPAC1 agonist: qHTS for Agonist of cAMP-regulated guanine nucleotide exchange factor 3 (EPAC1): primary screen; Rap guanine nucleotide exchange factor 3 (Homo sapiens), O95398; EPAC1 agonist qHTS, biochemical assay; response scale: 100% = response to 6.5 mM cAMP; Potency, µM (highest dose often 154 µM), without a hit: at the top dose activation, most hits filed as activators; 360,000 compounds, 0.073% hits; also: potency is read from the fitted curve at half-maximal effect; nearly all actives have a fitted effect of over 60% in size
Target sequence (O95398 whole entry, looked up): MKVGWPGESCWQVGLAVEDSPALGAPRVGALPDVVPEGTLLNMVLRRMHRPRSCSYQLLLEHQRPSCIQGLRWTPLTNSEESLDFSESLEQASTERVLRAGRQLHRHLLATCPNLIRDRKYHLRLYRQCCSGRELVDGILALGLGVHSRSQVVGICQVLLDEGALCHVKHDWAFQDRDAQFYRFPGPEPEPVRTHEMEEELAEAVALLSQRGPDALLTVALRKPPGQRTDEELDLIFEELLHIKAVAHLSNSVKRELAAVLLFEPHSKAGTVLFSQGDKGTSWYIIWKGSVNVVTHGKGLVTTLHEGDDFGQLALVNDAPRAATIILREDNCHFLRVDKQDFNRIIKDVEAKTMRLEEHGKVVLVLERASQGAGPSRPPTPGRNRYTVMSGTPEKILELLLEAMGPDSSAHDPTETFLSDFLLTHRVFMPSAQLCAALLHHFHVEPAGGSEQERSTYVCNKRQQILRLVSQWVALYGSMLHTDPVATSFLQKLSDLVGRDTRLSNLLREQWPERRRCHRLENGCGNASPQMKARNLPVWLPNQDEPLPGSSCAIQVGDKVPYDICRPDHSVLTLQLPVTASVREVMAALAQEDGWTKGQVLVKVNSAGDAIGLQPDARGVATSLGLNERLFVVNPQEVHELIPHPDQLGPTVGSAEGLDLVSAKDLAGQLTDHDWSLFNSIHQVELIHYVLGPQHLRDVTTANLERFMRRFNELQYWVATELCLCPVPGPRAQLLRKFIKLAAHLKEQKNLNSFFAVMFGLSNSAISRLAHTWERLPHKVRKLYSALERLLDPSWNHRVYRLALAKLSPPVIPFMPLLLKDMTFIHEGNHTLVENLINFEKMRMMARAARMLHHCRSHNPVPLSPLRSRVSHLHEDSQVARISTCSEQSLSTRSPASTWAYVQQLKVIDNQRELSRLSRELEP
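Multi-concentration qHTS readout: loss of Rap1B-bound BODIPY-GDP fluorescence driven by 100 nM EPAC1 with excess GDP (50 uM), monitored kinetically at room temperature; agonist response expressed relative to 6.5 mM cAMP.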
EPAC1 antag: qHTS for Antagonist of cAMP-regulated guanine nucleotide exchange factor 3 (EPAC1): primary screen | Rap guanine nucleotide exchange factor 3 (Homo sapiens), O95398 | EPAC1 GEF assay, Rap1b-BODIPY-GDP exchange fluorescence | Potency, µM (doses to about 115 µM), without a hit: at the top dose activity change, negative = inhibition, hits mostly inhibitors | 360,000 compounds, 0.14% hits | AID 720709, 2013;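 also: potency is read from the fitted curve at half-maximal effect; plate controls were vehicle for no effect and positive control for full effect; nearly all actives have a fitted effect of over 50% in size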
PLK1 PBD block: qHTS for Inhibitors of PLK1-PDB (polo-like kinase 1 - polo-box domain): Primary Screen. Serine/threonine-protein kinase PLK1 (Homo sapiens), P53350. Plk1 PBD binding of FITC phosphopeptide, fluorescence polarization. Potency, µM, inactives show max response, negative = inhibition, most hits filed as inhibitors. 360,000 compounds, 2.8% hits. AID 720504, 2013; also: potency is read from the fitted curve at half-maximal effect; series mostly up to about 57 µM; % is scaled to controls: 0 for no effect and ±100 for the full control effect; nearly all actives have a fitted effect of over 65% in size
WRN helicase inh: qHTS for Inhibitors of WRN Helicase | Potency, µM (series often up to 114 µM), for the others: at the highest dose activity change, negative = inhibition, usual class: inhibitors | AID 651768, 2012 | Bifunctional 3'-5' exonuclease/ATP-dependent helicase WRN (Homo sapiens), Q14191 | 360,000 compounds, 0.46% hits | WRN helicase unwinding, fluorescent forked duplex, kinetic; also: potency is read from the fitted curve at half-maximal effect; % is scaled to controls: 0 for no effect and ±100 for the full control effect; nearly all actives have a fitted effect of over 55% in size
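Fluorescence dequenching readout, ex 525 nm/em 598 nm, kinetic mode: forked duplex DNA (100 nM final) with adjacent fluorophore and quencher unwound by WRN (20 nM final) with 2 mM ATP. Compound preincubation 15 min, room temperature.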
* hit, by the source's call; ? = inconclusive; / = not tested or not shown; [ ] = another dose, or the depositor's remark. Unless noted, calls follow the shape of the dose curve; as a rule, active = well fitted curve in the direction sought with a large enough effect; inconclusive = small, poorly fitted or top-dose-only effect, or another doubt; inactive = no such curve, though single readings can be large; an effect the other way counts as inactive or inconclusive.

item	structure	IL2 activator	FUS suppressor	Abeta yeast res	PI5P4Ka inh	EPAC1 agonist	EPAC1 antag	PLK1 PBD block	WRN helicase inh
1	CCOc1ccccc1N1CCN(C(=O)c2ccc(-c3ccc(OC(C)=O)cc3)cc2)CC1	1.1	?	6%	-2	8%	3%	?	-8%
2	Cc1ccc(-n2c(SCC(=O)NCc3ccc4c(c3)OCO4)nnc2-c2cccnc2)c(C)c1	-0.3	?	9%	-10	-4%	-11%	-2%	-8%
3	O=C(c1ccco1)N1CCN(c2c([N+](=O)[O-])nn(-c3ccc(Cl)cc3)[n+]2[O-])CC1	-0.1	9%	13%	-2	11%	1%	-5%	5%
4	OCC[C@@H]1C[C@H](O)[C@@H](O)[C@]2(Cc3ccccc3O2)O1	-1.4	-26%	-7%	0	-26%	-4%	-6%	-1%
5	COc1ccc(NC(=O)c2nn(C)c(=O)c3ccccc23)cc1S(=O)(=O)Nc1ccccc1Cl	2.7	42%	13%	-6	3%	-17%	-3%	0%
6	COc1ccc(N2CC(C(=O)N[C@@H](C)C(=O)NC3CCCC3)CC2=O)cc1 (stereo partly specified)	-1.1	10%	-7%	-1	5%	-2%	-11%	-3%
7	Cc1cc(Cl)ccc1OCCCC(=O)N1CCCc2ccccc21	-1.6	?	-4%	/	30%	5%	-10%	-9%
8	CCN(CC)C(=O)Cn1c(=O)n(Cc2ccc(F)cc2)c(=O)c2sccc21	-0.5	25%	9%	2	-15%	-19%	3%	-6%[57.1 µM]
9	CCCCNc1nc2ccccc2n1CC(=O)Nc1ccc2c(c1)OCCO2	2.5	10%	-6%	-3	2%	-13%	-2%	-3%
10	COC(=O)c1c(C)[nH]c(C)c1-c1cccc([N+](=O)[O-])c1	1.7	22%	-53%[inhibitor]	7	-6%	-9%	-5%	-6%
11	CCOC(=O)c1sc(-c2cccs2)nc1C	0.2	9%	-19%	8	3%	-7%	-21%	1%
12	CC(C)CC(=O)NC(=S)Nc1ccc(N2CCOCC2)c(Cl)c1	-0.7	14%	?	3	5%	-16%	-4%	2%
13	Cc1oc2ccc(O)c(CN3CCOCC3)c2c1C(=O)c1ccc(Cl)cc1	-0.1	15%	8%	1	20%	0%	3%	-10%
14	FC(F)c1nnc2ccc(Cl)nn12	-1.9	3%	-8%	2	4%	2%	-4%	1%
15	COc1ccc(S(=O)(=O)NCc2cccnc2)cc1C	0.0	14%	-1%	9	4%	-2%	4%	-8%
16	O=C(NNC(=O)c1ccccc1Cl)c1cc2cc(OC(F)(F)F)ccc2[nH]1	3.6	-24%	0%	-4	2%	-24%	-7%	-30%
17	CCOc1ccc(NS(=O)(=O)c2cc(NC(=O)c3cccc(C)c3)ccc2Cl)cc1	-3.6	?	-5%	2	-2%	-16%	-3%	-14%[57.1 µM]
18	COc1ccc(NC(=O)CNc2ccc(C#N)cc2)cc1	-1.0	-1%	12%	0	-8%	-24%	1%	-1%
19	CC(C)Cn1cnc2c1c(=O)n(CC(O)c1ccccc1)c(=O)n2CC(C)C (stereo unspecified)	-1.7	?	-11%	/	2%	-6%	-21%	2%
20	S=c1[nH]nc(-c2ccc3ccccc3n2)n1-c1ccccc1Cl	3.9	18%	5%	-24	-13%	-15%	?	-10%
21	C#CC(C)(CC)NC(=O)Cn1nnc(-c2cccc(C(F)(F)F)c2)n1 (stereo unspecified)	-1.6	19%	-3%	0	-8%	-7%	-16%	-7%
22	CC(C)NC(=O)NC(=O)COC(=O)Cc1ccsc1	0.1	19%	9%	-3	5%	-11%	-2%	-4%
23	O=C(NCCN1CCOCC1)c1ccc2c(c1)N(Cc1ccccc1)CCS2	-0.8	-13%	-3%	-4	0%	-1%	27µM*	-6%
24	O=C(NCCN1CCOCC1)/C(=C/c1ccccc1)NC(=O)c1ccccc1	-1.6	8%	-17%	-9	-10%	1%	-28%	3%
25	O=C(Nc1ccc(N2CCCCC2)cc1)C1CCCN1S(=O)(=O)c1ccc(F)cc1 (stereo unspecified)	-0.4	-2%	0%	-3	-1%	-3%	4%	4%
26	COc1cc(OC)c(C(=O)OCC(=O)NCCC2=CCCCC2)cc1OC	3.4	9%	14%	-3	8%	9%	-1%	8%
27	O=C(Cc1cccc2ccccc12)N1CCN(c2ncccn2)CC1	0.9	2%	-9%	2	2%	-1%	-8%	-3%
28	Cc1ccc(C=C(C#N)C(=O)c2ccccc2)cc1	2.7	2%	-5%	-7	-8%	-21%	1.9µM*	2%[57.1 µM]
29	O=C(CSCC(=O)N1CCCCC1)Nc1nc(-c2cccs2)cs1	-0.8	28%	5%	-6	0%	1%	-5%	1%
30	CCCN1CCN(CC(=O)Nc2nncs2)CC1	-0.1	-16%	15%	-5	-7%	14%	7%	2%
31	Cc1ccc(N(CCC(=O)N2CCOCC2)S(=O)(=O)c2ccccc2)cc1	-2.0	/	2%	-3	-13%	9%	3%	-11%
32	O=C(COC(=O)c1ccc(F)cc1F)NCCNC(=O)COC(=O)c1ccc(F)cc1F	-0.3	-9%	-4%	1	10%	2%	2%	9%
33	CC1CCCCN1CCNC(=O)c1cc2c(=O)n(C)c3ccccc3c2n1C (stereo unspecified)	-1.9	-8%	-1%	-1	2%	-17%	-18%	-20%
34	CC(C)C(=O)Nc1cc2c3c(c1)CCN3C(=O)CC2	0.5	-26%	-1%	-1	6%	-5%	4%	-1%
35	O=C(Nc1cccc(-c2cccc(Cl)c2)c1)C1CCN(Cc2ccc(CO)o2)CC1	-5.5	-5%	-12%	1	-16%	-5%	0%	6%
36	O=C(Cc1ccc([N+](=O)[O-])cc1)NNC(=O)c1ccc2c(c1)OCO2	-2.0	-2%	1%	3	15%	12%	-14%	10%
37	Cc1occc1C(=O)N(C)CC1CCCN(CCc2ccccc2F)C1 (stereo unspecified)	-1.7	1%	-2%	3	-6%	5%	-2%	-10%
38	C[C@H](CO)N1C[C@H](C)[C@H](CN(C)C)Oc2ccc(NS(=O)(=O)c3ccc(F)cc3)cc2CC1=O	-3.1	-5%	-18%	0	-8%	-6%	-8%	-7%
39	CC(C)Oc1ccc(S(=O)(=O)N2CCOCC2)cc1NC(=O)C1CCCCC1	0.9	-4%	9%	-2	15%	10%	-6%	0%
40	Cc1ccccc1OCC(=O)Nc1cccc2nsnc12	-0.1	2%	-12%	1	-9%	7%	-6%	-5%
41	NCCc1nnc(SCc2ccccc2)o1	-1.4	4%	14%	/	-1%	5%	-2%	9%
42	O=C1CCCN1c1ccc(S(=O)(=O)N2CCCCC2)cc1[N+](=O)[O-]	4.6	4%	15%	-4	-5%	4%	-21%	2%
43	COc1ccc(N(CN2C(=O)c3ccccc3C2=O)C(=O)C(C)C)cc1	-2.0	10%	-4%	-6	-8%	6%	-1%	6%
44	CN(CCCNC(=O)CCc1cn(C)c2ccccc12)C1CCCCC1	-0.2	13%	10%	-1	8%	9%	-6%	18%
45	O=C1CC(N2CCN(c3ccccc3)CC2)C(=O)N1CCc1ccccc1 (stereo unspecified)	2.2	55%	16%	/	2%	-21%	-5%	-3%
46	COc1ccc(C(=O)CC(C(=O)O)c2ccc(OC)c(OC)c2)cc1OC (stereo unspecified)	0.4	-8%	5%	1	-9%	8%	-4%	2%
47	CC(Oc1cccc2ccccc12)C(=O)N/N=C/c1cccnc1 (stereo unspecified)	-1.8	8%	-9%	-5	-3%	23%	-5%	9%
48	O=C1NC(Cc2c[nH]c3ccccc23)C(=O)N1Cc1ccccc1 (stereo unspecified)	-3.0	7%	-1%	2	-1%	-13%	4%	6%
49	CCCC(C)NC(=O)COC(=O)c1cc(Br)c(Br)s1 (stereo unspecified)	-0.4	11%	-6%	17	3%	-24%	-5%	2%
50	c1ccc(-c2csc(NC3CCCCC3)n2)cc1	-0.9	-3%	5%	21	2%	0%	-16%	-9%
51	CC1(C)CC(=O)C(CC2=C(N)CC(C)(C)CC2=O)=C(N)C1	-0.3	-11%	10%	9	12%	12%	-3%	-6%
52	CC(C)c1ccc2[nH]c3nc(SCC(=O)N4CCOCC4)nnc3c2c1	-3.7	20%	11%	-1	3%	1%	-3%	-11%
53	O=C(CCl)NNc1nc(-c2ccccc2)c2cc(Cl)ccc2n1	0.7	43%	2%	3	-14%	7%	?	-6%
54	C/C=C\C=C/C(=O)Nc1cccc(C2=NOC3(C2)C[C@@H](C(N)=O)N(C(=O)C2(C)CC2)C3)c1 (stereo partly specified)	1.2	21%	-8%	?	-6%	-10%	-27%	-9%[11.6 µM]
55	Cc1cc(C(=O)COC(=O)C2=NNC(=O)CC2)c(C)n1-c1ccc(OC(F)F)cc1	0.8	?	-2%	-7	-8%	-4%	-6%	6%
56	Cc1ccc(NC(=O)C2CCCN2C(=O)OCc2ccccc2)cc1F (stereo unspecified)	-0.2	-8%	16%	6	0%	-14%	-1%	2%[11.6 µM]

Source: PubChem BioAssay (National Center for Advancing Translational Sciences (NCATS))
